PME-1 inh: PME-1 (human) inhibition; Q9Y570; recombinant PME-1, FP-Rh probe fluorescence polarization; inhibition, % at 5.9 µM; 320,000 compounds, 0.53% hits;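 active = inhibition above the campaign mean of all compounds plus 3 SD, cut at about 26% in these data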;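 note: competitive labeling of PME-1 active site by serine hydrolase directed probe; 0% = PME-1 with DMSO and 100% = wells lacking PME-1 enzyme; inhibitors block probe labeling so polarization falls and inhibition rises; many of its hits are not listed in these tables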
PAFAH1B2 FP inh: PAFAH1B2 (human) inhibition; recombinant PAFAH1B2, FP-rhodamine activity probe, fluorescence polarization; inhibition, % at 3.39 µM; 340,000 compounds, 1.2% hits;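 active = inhibition above the mean of all tested compounds plus 3 SD, cut at about 24% in these data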;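 note: 0% = enzyme with DMSO and 100% = wells lacking PAFAH1B2; many of its hits are not listed in these tables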
pPAFAH inh: pPAFAH (human) enzyme inhibition; recombinant pPAFAH, FP-rhodamine probe fluorescence polarization; inhibition, % at 3.39 µM; Q13093; AID 463082; 330,000 compounds, 1.5% hits;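 active = inhibition above the mean inhibition across the screen plus 3 SD, cut at about 25% in these data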;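 note: inhibitors block binding of the rhodamine activity-based probe so polarization drops; 0% = enzyme with DMSO and 100% = wells lacking pPAFAH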
Target sequence (Q13093 whole entry, looked up): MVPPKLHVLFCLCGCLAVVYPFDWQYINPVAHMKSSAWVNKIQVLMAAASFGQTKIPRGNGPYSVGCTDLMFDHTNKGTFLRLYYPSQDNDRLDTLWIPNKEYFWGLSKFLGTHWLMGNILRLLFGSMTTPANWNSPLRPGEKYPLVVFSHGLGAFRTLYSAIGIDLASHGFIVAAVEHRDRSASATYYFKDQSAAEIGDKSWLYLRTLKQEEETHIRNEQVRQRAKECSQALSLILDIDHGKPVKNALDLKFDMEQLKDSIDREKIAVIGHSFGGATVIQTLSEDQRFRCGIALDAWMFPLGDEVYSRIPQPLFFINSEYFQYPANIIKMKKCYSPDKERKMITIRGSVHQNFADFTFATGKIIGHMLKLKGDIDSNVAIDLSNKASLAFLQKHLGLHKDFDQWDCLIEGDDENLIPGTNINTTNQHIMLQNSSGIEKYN
PAFAH1B3 FP inh: blocks human PAF acetylhydrolase 1B catalytic subunit 3 | AID 492972 | inhibition, % at 3.39 µM | 340,000 compounds, 0.28% hits | recombinant PAFAH1B3, FP-rhodamine probe, fluorescence polarization | Q15102;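 active = inhibition above the screen-wide average of all tested compounds plus 3 SD, cut at about 25% in these data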;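 note: 0% = enzyme with DMSO only and 100% = wells lacking PAFAH1B3 protein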
Target sequence (Q15102 whole entry, looked up): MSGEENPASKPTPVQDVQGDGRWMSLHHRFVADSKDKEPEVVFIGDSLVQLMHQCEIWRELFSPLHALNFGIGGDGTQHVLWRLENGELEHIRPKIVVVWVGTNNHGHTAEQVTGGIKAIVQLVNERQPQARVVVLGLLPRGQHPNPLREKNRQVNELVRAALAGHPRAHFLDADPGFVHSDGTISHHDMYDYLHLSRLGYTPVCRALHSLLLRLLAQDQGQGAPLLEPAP
LYPLA2 inh: blocks human lysophospholipase 2, a PME1 counter-screen. O95372. inhibition, % at 5.9 µM. 320,000 compounds, 0.38% hits. recombinant LYPLA2, FP-Rh probe fluorescence polarization;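 active = inhibition above the screen-wide mean plus 3 SD, limit set per campaign, cut at about 26% in these data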;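 note: 0% = LYPLA2 with DMSO and 100% = wells lacking LYPLA2 enzyme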
PAFAH2 FP inh: inhibitors of human PAFAH2 | 340,000 compounds, 0.99% hits | Q99487 | AID 492956 | inhibition, % at 3.39 µM | recombinant PAFAH2, FP-rhodamine activity probe, fluorescence polarization;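 active = inhibition above the mean over all tested compounds plus 3 SD, cut at about 30% in these data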;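 note: inhibitors block probe labeling of enzyme so polarization drops; 0% = enzyme with DMSO and 100% = wells lacking PAFAH2 protein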
PAD4 FP inh: PAD4 (human) enzyme inhibition; Q9UM07; 330,000 compounds, 0.41% hits; recombinant PAD4, RCA probe fluorescence polarization; inhibition, % at 6.36 µM;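 active = percent inhibition above a cutoff equal to the mean of all tested compounds plus 3 SD, cut at about 15% in these data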;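 note: 0% = PAD4 with RCA probe and DMSO and 100% = probe without PAD4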
GSTO1 inh: GSTO1 inhibition, counter-screen for RBBP9 inhibitors; P78417; recombinant GSTO1, activity-based probe fluorescence polarization; inhibition, % at 5.96 µM; 300,000 compounds, 1.1% hits;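 active = inhibition above the campaign mean inhibition plus 3 SD, cut at about 35% in these data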;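 note: 0% = GSTO1-1 with DMSO and 100% = wells lacking GSTO1-1 enzyme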
Target sequence (P78417 whole entry, looked up): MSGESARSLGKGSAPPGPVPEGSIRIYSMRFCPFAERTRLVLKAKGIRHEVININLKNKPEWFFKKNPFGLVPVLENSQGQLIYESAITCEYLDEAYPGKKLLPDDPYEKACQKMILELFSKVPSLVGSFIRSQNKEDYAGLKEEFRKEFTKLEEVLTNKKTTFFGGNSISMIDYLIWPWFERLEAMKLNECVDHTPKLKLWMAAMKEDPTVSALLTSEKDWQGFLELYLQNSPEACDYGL
LYPLA1 counter: blocks human lysophospholipase 1, a PME1 counter-screen. O75608. recombinant LYPLA1, FP-Rh probe fluorescence polarization. inhibition, % at 5.9 µM. 320,000 compounds, 0.16% hits. AID 2174;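 active = inhibition above the mean of all tested compounds plus 3 SD, set per campaign, cut at about 14% in these data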;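 note: inhibitors block serine hydrolase probe labeling of LYPLA1 so polarization falls; 0% = enzyme with DMSO and 100% = wells lacking LYPLA1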
* marks the source's active call; other numbers are inactive results; . = not tested or not shown. A portion of the library (hit frequency here may not be typical).

SMILES | PME-1 inh | PAFAH1B2 FP inh | pPAFAH inh | PAFAH1B3 FP inh | LYPLA2 inh | PAFAH2 FP inh | PAD4 FP inh | GSTO1 inh | LYPLA1 counter
Cc1ccc(OCC(O)CN2CCc3ccccc3C2)c(C)c1 (stereo not given) | 6 | 0 | 7 | 8 | 3 | -3 | -4 | -8 | -2
CCCCNC(=O)CN1C(=O)NC2(CCOc3ccccc32)C1=O (stereo not given) | 3 | -1 | 0 | 10 | -1 | 3 | 4 | -4 | 1
CC1=CCC(C(=O)O)C(C(=O)NC2CCCCC2)C1 (stereo not given) | 5 | 4 | 2 | 0 | -3 | -1 | 2 | -1 | 2
O=C1NC(=S)S/C1=C\c1coc2ccc(O)cc2c1=O | -7 | -2 | -6 | -4 | -4 | -8 | -11 | 25 | -6
Cc1ccc(O)c(NC(=O)C2=CC(c3ccco3)=NS(=O)(=O)N2C)c1 | -2 | 5 | 6 | 4 | -1 | -8 | -2 | 10 | 3
N#Cc1c(-c2ccc3c(c2)OCO3)csc1N | 9 | 3 | 5 | -2 | 8 | -3 | -2 | 5 | 1
CCCSc1ccc([C@H]2N[C@@](C)(C(=O)OC)[C@H]3C(=O)N(C)C(=O)[C@@H]23)cc1OC | -5 | 4 | 0 | 4 | 1 | -4 | 4 | 5 | 0
COc1ccc(-c2csc(NC(=O)CSc3nnc(Nc4ccccc4C)s3)n2)cc1 | -11 | 2 | 1 | -3 | -5 | -5 | 0 | -5 | -8
CC(Oc1ccc2c3c(c(=O)oc2c1)CCCC3)C(=O)NCc1cccnc1 (stereo not given) | -8 | 1 | 6 | 2 | 1 | -1 | -1 | -3 | 1
CCc1cccc(CC)c1NC(=O)COC(=O)c1cccc(S(=O)(=O)N2CCc3ccccc3C2)c1 | 0 | -4 | 6 | 9 | 3 | -7 | 1 | -7 | -6
O=C(Cc1c(F)cccc1Cl)N1CCN(S(=O)(=O)c2cccs2)CC1 | -6 | -5 | 0 | -1 | 2 | -9 | -1 | . | 1
Cc1ccc2c(c1)cc(CN(C(=O)N1CCOCC1)C1CCCC1)c1nnnn12 | 2 | 0 | -1 | 6 | 8 | 9 | -2 | -5 | 2
Cc1nc(SCC(=O)N2CCOCC2)c2c(C)c(C)sc2n1 | -2 | 7 | -4 | 8 | 13 | -1 | 2 | 2 | 6
O=C(CCC1CCCN(C(=O)c2ccc3cc[nH]c3c2)C1)N1CCN(c2ccccn2)CC1 (stereo not given) | 10 | -4 | 4 | 9 | 4 | 4 | 0 | -3 | -5
C=CCn1c(O)c2ccc(C(=O)N=NC(=O)c3ccc(F)cc3)cc2c1O | -1 | 1 | 6 | -2 | 0 | 6 | -2 | 1 | 1
CC(C)(C)OC(=O)NC(CCCCNC=O)C(=O)O (stereo not given) | 3 | 3 | 8 | 1 | 81* | -2 | -1 | -4 | 9
CCOc1ccc(S(=O)(=O)N2CCN(C(=O)c3cccnc3)CC2)cc1 | -11 | -2 | -1 | 2 | -6 | -11 | 5 | 3 | -4
CCOc1ccccc1C(=O)N/N=C/c1c[nH]c2ccccc12 | 10 | 5 | 1 | 8 | 1 | 6 | -2 | 10 | 4
Cc1onc(-c2c(F)cccc2Cl)c1C(=O)N1CCc2ccccc21 | 3 | 5 | 2 | 10 | 5 | 3 | -2 | 10 | 3
O=C(Oc1cccc2cccnc12)c1ccc2c(c1)OCCO2 | 11 | 1 | 4 | 0 | 4 | 8 | -2 | 17 | 0
O=C(NCc1cccnc1)C(=O)NCC(c1ccco1)N1CCN(c2ccccc2F)CC1 (stereo not given) | -6 | 3 | -1 | -2 | 9 | 2 | -4 | 2 | 1
COC(=O)c1ccc2c(=O)n(CCN3CCOCC3)c(=S)[nH]c2c1 | -1 | 6 | 1 | 0 | 0 | -10 | -3 | 9 | 0
COc1ccc(NC(=O)CSc2nc(=O)n(CCN3CCOCC3)c3c2CCC3)c(OC)c1 | 3 | -1 | -4 | 3 | -7 | 5 | -5 | 4 | 0
O=c1ccc2ccc(O[C@@H]3O[C@H](CO[C@@H]4OC[C@](O)(CO)[C@H]4O)[C@@H](O)[C@H](O)[C@H]3O)cc2o1 | 2 | 5 | -1 | -1 | -5 | -3 | -5 | . | -4
OCC[C@@H]1C[C@H](O)[C@@H](O)[C@]2(CCCO2)O1 | 4 | 0 | 6 | -3 | 4 | -7 | -4 | -2 | 4

Ordered by SMILES length (high to low): some entries from above
SMILES | PME-1 inh | PAFAH1B2 FP inh | pPAFAH inh | PAFAH1B3 FP inh | LYPLA2 inh | PAFAH2 FP inh | PAD4 FP inh | GSTO1 inh | LYPLA1 counter
CCc1cccc(CC)c1NC(=O)COC(=O)c1cccc(S(=O)(=O)N2CCc3ccccc3C2)c1 | 0 | -4 | 6 | 9 | 3 | -7 | 1 | -7 | -6
O=C(CCC1CCCN(C(=O)c2ccc3cc[nH]c3c2)C1)N1CCN(c2ccccn2)CC1 (stereo not given) | 10 | -4 | 4 | 9 | 4 | 4 | 0 | -3 | -5
Cc1ccc(OCC(O)CN2CCc3ccccc3C2)c(C)c1 (stereo not given) | 6 | 0 | 7 | 8 | 3 | -3 | -4 | -8 | -2
CC(C)(C)OC(=O)NC(CCCCNC=O)C(=O)O (stereo not given) | 3 | 3 | 8 | 1 | 81* | -2 | -1 | -4 | 9

Returning to the listing, repeating the 3 entries before the break.
SMILES | PME-1 inh | PAFAH1B2 FP inh | pPAFAH inh | PAFAH1B3 FP inh | LYPLA2 inh | PAFAH2 FP inh | PAD4 FP inh | GSTO1 inh | LYPLA1 counter
COc1ccc(NC(=O)CSc2nc(=O)n(CCN3CCOCC3)c3c2CCC3)c(OC)c1 | 3 | -1 | -4 | 3 | -7 | 5 | -5 | 4 | 0
O=c1ccc2ccc(O[C@@H]3O[C@H](CO[C@@H]4OC[C@](O)(CO)[C@H]4O)[C@@H](O)[C@H](O)[C@H]3O)cc2o1 | 2 | 5 | -1 | -1 | -5 | -3 | -5 | . | -4
OCC[C@@H]1C[C@H](O)[C@@H](O)[C@]2(CCCO2)O1 | 4 | 0 | 6 | -3 | 4 | -7 | -4 | -2 | 4
CCOc1ccc(S(=O)(=O)Nc2ccc(F)cc2)c(C)c1C | 0 | 2 | 7 | 5 | -4 | 2 | 1 | -8 | -3
CCC1CCCCN1CCNC(=O)c1[nH]c(C)c(C(C)=O)c1C (stereo not given) | -2 | 4 | 5 | 5 | -1 | 12 | -2 | 9 | 0
Cc1cccc(NC(=O)c2cc(S(=O)(=O)N(C)c3ccc(F)cc3)ccc2Cl)n1 | -5 | 3 | 3 | 1 | 1 | 3 | -1 | 0 | -1
Cc1ccc(S(=O)(=O)N(C)CC(=O)OCC(=O)NC(=O)NC(C)C)cc1 | 1 | -4 | 10 | 8 | 3 | 0 | -3 | 4 | 2
COC(=O)c1cc(=O)[nH]c(SCc2cccc(C)c2)n1 | 3 | 2 | -4 | -3 | 5 | 2 | 0 | 1 | 2
CC1CCCCN1C(=O)COC(=O)c1cc([N+](=O)[O-])ccc1N1CCOCC1 (stereo not given) | 1 | 8 | 1 | 1 | 4 | -7 | 1 | 2 | 3
C/C(Nc1ccc(F)cc1)=C(/C#N)C(N)=O | -5 | -4 | -6 | 10 | -2 | -6 | -3 | -1 | -1
CCOc1ccccc1NC(=O)CCCc1ccc(OC)c(C)c1 | -2 | 4 | 5 | 5 | 2 | -9 | -5 | 7 | 1
NC(=O)COc1ccc(=O)n(-c2ccccc2)n1 | -2 | 9 | -1 | 1 | 1 | 1 | 1 | 7 | 0
COc1cccc(S(=O)(=O)NCC(=O)N2CCCCCC2)c1 | 1 | 3 | 4 | -4 | -7 | 2 | -2 | 6 | 1
COC(=O)/C=C/S(=O)(=O)c1ccc(NC(C)=O)cc1 | -1 | -1 | -3 | 6 | -3 | -8 | -3 | 5 | 0
Cc1ccc(NC(=O)c2ccccc2NC(=O)c2cccs2)cc1 | -10 | 2 | 0 | 6 | -19 | -1 | 1 | 2 | -5
Cc1ccc2c(C(=O)CN3CCN(C(=O)c4ccco4)CC3)c(C)[nH]c2c1 | -5 | . | -8 | . | -4 | . | 5 | 9 | -6
N#CNC(=Nc1cccc(F)c1)SCc1ccccc1F | -3 | -2 | -2 | 0 | -1 | 4 | 2 | 0 | 1
COc1cccc2c1OC1(C)CC2NC(=O)N1c1cccc(C(=O)N2CCN(c3ccccc3)CC2)c1 (stereo not given) | 1 | 2 | 4 | -4 | 1 | -9 | 2 | 4 | 0
CCNc1nc(NC(C)C)nc(OCCOC(=O)Nc2ccccc2)n1 | 1 | 0 | 7 | -1 | 1 | 6 | 2 | -3 | -1
Cc1ccc(NC(=O)C(C)OC(=O)CCNS(=O)(=O)c2ccc(C)cc2)cc1 (stereo not given) | 9 | -2 | 15 | -2 | 0 | -1 | 0 | 2 | 1
CCOC(=O)Nc1ccc(C)cc1Br | -1 | -1 | -1 | 8 | 3 | -8 | -2 | -6 | 0
Brc1cccc(OCCN2CCc3ccccc3C2)c1 | -6 | 5 | -2 | -1 | -7 | 9 | -7 | 18 | -7
CCn1cc(C2=NC(CCSC)CO2)c2ccccc21 (stereo not given) | 1 | 2 | 12 | 7 | 1 | 4 | 1 | -11 | 0
Cc1c(N=Cc2ccccn2)c(=O)n(-c2ccccc2)n1C | 1 | -2 | -4 | 7 | -2 | 2 | 1 | 5 | -1
CC1(C)NC(=O)N(CC(=O)OCC(=O)Nc2cccc(S(N)(=O)=O)c2)C1=O | -4 | 1 | 1 | 9 | 9 | -7 | 2 | 0 | 2
CCN(CC)C(=O)CN1C(=O)C(=O)c2ccccc21 | 1 | 1 | 0 | 6 | 7 | 10 | 7 | -7 | 0
N#C/C(=C(/O)c1ccc(F)cc1)c1nc2ccccc2s1 | -1 | 11 | 10 | 14 | 4 | 20 | -1 | -25 | 4
CCOc1ccccc1NC(=O)CSc1nnc2ccc(-c3ccncc3)nn12 | 1 | -2 | 7 | 3 | -2 | 2 | 3 | 6 | 0
O=C(Nc1cccc(F)c1)c1ccc(Cn2cc([N+](=O)[O-])cn2)o1 | -14 | 0 | -4 | 9 | 5 | -7 | -5 | 5 | -2
CC(C)[C@H](CO)Nc1nc(Nc2ccc(Cl)c(C(=O)O)c2)c2ncn(C(C)C)c2n1 | -1 | 8 | -2 | 7 | -5 | -7 | -5 | -4 | -2
C(=C\c1ccccc1)/C=N/n1cnnc1 | 0 | 7 | 2 | 13 | 10 | 4 | -1 | 6 | 1
C=CCn1c(C(c2ccccc2)c2ccccc2)n[nH]c1=S | -2 | 8 | 5 | 5 | -4 | 0 | 0 | 4 | -3
C=CCn1c(=NC(=O)CN2C(=O)CCC2=O)sc2cc(S(N)(=O)=O)ccc21 | 2 | 5 | 2 | 12 | 17 | 0 | 1 | 0 | 1
